Assay outcomes as filed in PubChem.
TNF death inh = TNF-alpha cell death inhibition in Jurkat FADD-/- cells. Jurkat FADD-/- TNF necroptosis rescue, ATP luminescence, 24 h; 0 = TNF only, 100 = no-TNF cells. activation (protection from cell death), % at 10 µM. 220,000 tested, 0.068% active. AID 463075;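 active = activation, meaning protection from cell death, of at least 50% relative to plate controls; inactive = activation below 50%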;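 note: necroptosis triggered by 40 ng/mL TNF-alpha added together with compound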
BaF3 tox = reduces parental Ba/F3 cell viability, JAK2V617F counter-screen; CellTiter-Glo ATP luminescence; inhibition, % at 5.6 µM; 220,000 tested, 1.1% active; AID 1486;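 active = inhibition above a per-campaign cutoff, the mean inhibition of all tested compounds plus 3 SD, cut at about 27% in these data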;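 note: 0% = DMSO wells and 100% = JAK Inhibitor I control wells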
TRPML3 agonist = activates the human TRPML3 channel; Q8TDD5; HEK293 TRPML3-YFP, Fluo-8 calcium fluorescence; 100% = the carbachol control signal; activation, % at 3 µM; 220,000 tested, 0.29% active;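 active = activation above its plate's cutoff, the mean activation of the plate's test wells plus 3 SD, cut at about 12% in these data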;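 note: 0% = DMSO only wells and 100% = carbachol wells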
Target sequence (Q8TDD5 whole entry, looked up): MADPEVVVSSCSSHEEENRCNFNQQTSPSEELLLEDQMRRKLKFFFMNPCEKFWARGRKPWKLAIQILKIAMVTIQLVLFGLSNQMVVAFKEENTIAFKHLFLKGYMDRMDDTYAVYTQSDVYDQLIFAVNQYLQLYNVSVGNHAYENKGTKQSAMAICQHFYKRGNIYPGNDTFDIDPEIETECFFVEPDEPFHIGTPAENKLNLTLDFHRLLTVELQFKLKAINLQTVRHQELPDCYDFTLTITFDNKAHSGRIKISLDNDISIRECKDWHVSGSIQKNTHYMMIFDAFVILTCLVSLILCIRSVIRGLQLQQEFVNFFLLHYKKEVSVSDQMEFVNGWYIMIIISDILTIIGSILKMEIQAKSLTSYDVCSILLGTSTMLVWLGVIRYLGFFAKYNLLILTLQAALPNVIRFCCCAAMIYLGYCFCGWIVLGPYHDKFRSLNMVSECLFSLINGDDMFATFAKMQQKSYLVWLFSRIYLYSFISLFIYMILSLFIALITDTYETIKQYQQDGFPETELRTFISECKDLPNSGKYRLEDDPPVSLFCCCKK
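Material: HEK293 cells stably carrying human TRPML3-YFP; compound dosing: single dose, 3 µM final nominal compound, 0.3% DMSO final; incubation: 1-h 37 °C dye load, 5-s basal, 120-s post-compound reads; technique: Fluo-8 intracellular calcium fluorescence, excitation 470-495 nm, emission 515-575 nm; read-out basis: percent activation from peak-to-basal fluorescence ratio, scaled between DMSO and carbachol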
PPC-1+TRAIL kill = kills PPC-1 cancer cells in the presence of TRAIL. 220,000 tested, 0.41% active. cell killing (% activity), % at 4 µM. AID 1443. PPC-1 cells + TRAIL, ATPLite viability luminescence;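 active = cell killing above 50% in the first pass at 4 µM, then a duplicate retest at 5 µM averaging 50% or more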;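 note: plate controls were cells with TRAIL plus DMSO for no effect and medium-only wells lacking cells for full effect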
Wee1 degr inh = human Wee1 degradation inhibition, primary screen; P30291; HeLa Luc-Wee1K328M stability, luciferase luminescence; 100% = proteasome inhibitor MG132 effect; reporter increase, % at 5 µM; 220,000 tested, 1.2% active; AID 1321;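 active = activation above the mean of all tested compounds plus 3 SD, set per screening run, cut at about 8.8% in these data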;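 note: cells exposed to compound for 20 h before luminescence read; 0% = DMSO alone and 100% = MG132 at 30 µM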
CHOP inhibitor = inhibitors of CHOP induction in ER stress response; CHO-K1 CHOP-promoter luciferase, tunicamycin-induced, 15-18 h; inhibition, % at 10 µM; 220,000 tested, 3.8% active;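 active = compounds that reduced the stress-induced luciferase reporter signal by more than about 70% of percent inhibition, limit read from the data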;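 note: 0% = tunicamycin plus vehicle and 100% = wells without tunicamycin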
Ba/F3 V617F tox = lowers viability of Ba/F3 cells expressing EpoR and JAK2V617F. AID 1446. 220,000 tested, 1.1% active. ATP luminescence. inhibition, % at 5.6 µM;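 active = inhibition above the campaign mean plus 3 SD over all tested compounds, cut at about 24% in these data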;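 note: cytokine-independent growth of Ba/F3 cells driven by EpoR plus mutant JAK2; 0% = DMSO-treated cells and 100% = JAK inhibitor I control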
RBBP9 inhibitor = blocks human serine hydrolase RBBP9; O75884; recombinant RBBP9, FP-Rh probe fluorescence polarization; inhibition, % at 7.94 µM; 220,000 tested, 0.2% active; AID 1515;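 active = inhibition above the campaign mean of all tested compounds plus 3 SD, cut at about 14% in these data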;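 note: plate controls were DMSO wells with RBBP9 for no effect and wells lacking RBBP9 protein for full effect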
Target sequence (O75884 whole entry, looked up): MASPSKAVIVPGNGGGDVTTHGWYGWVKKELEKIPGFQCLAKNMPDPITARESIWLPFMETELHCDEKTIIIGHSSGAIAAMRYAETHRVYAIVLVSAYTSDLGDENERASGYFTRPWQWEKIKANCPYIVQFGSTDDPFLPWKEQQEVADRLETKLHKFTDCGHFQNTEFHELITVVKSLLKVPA
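System: RBBP9 protein / Quantity: 2.5 µM RBBP9 dispensing solution, before mixing / Also added: Serine-hydrolase probe FP-Rh, 375 nM pre-mixing / Dosing: 7.94 µM single dose, 0.794% DMSO / Timing: enzyme-compound preincubation 30 min, then probe labeling 45 min, 25 °C / Signal: FP readout at 525/598 nm / Controls: DMSO-treated enzyme wells and wells lacking RBBP9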
TRPN1 ag = zebrafish TRPN1 (NompC) channel agonism; HEK293 zebrafish TRPN1-YFP, Fluo-8 calcium fluorescence; 100% = response to 87 µM carbachol; activation, % at 3 µM; 220,000 tested, 0.18% active;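 active = activation above its plate's cutoff, the mean activation of test wells on that plate plus 3 SD, cut at about 19% in these data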;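 note: 0% = DMSO alone and 100% = 87 µM carbachol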
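Material – zebrafish TRPN1-YFP in HEK293 cells · Doses – 3 µM single point · Schedule – dye 1 h 37 °C plus 30 min RT · Signal – Fluo-8 calcium fluorescence, excitation 470-495 nm, emission 515-575 nm · Read-out – % activation versus carbachol response · Control set – carbachol high, DMSO low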
* = called active by the depositor; & = joins results of further samples.

SMILES	TNF death inh	BaF3 tox	TRPML3 agonist	PPC-1+TRAIL kill	Wee1 degr inh	CHOP inhibitor	Ba/F3 V617F tox	RBBP9 inhibitor	TRPN1 ag
CC(=O)ON1C(C)(C)CC(OC(=O)c2ccccc2)CC1(C)C	1.8	1	0.7	-9	2	26	-1	-5	-0.4
O=C(O)CSC1c2ccccc2C(=O)N1Cc1ccccc1 (stereo not given)	0.0	4	-0.7	13	-2	20	-2	-2	1.4
Cc1ccc(C)c(CSCC(=O)NCc2cccs2)c1	-0.1	4	-1.6	3	-1	36	0	0	-2.5
Cc1ccc2oc(=O)c(/C=C(\O)c3ccco3)nc2c1	4.5	0	1.6	23	-1	19	-6	-1	1.8
CSCC[C@H](NC(=O)NCc1ccc(F)cc1)C(=O)O	0.8	0	0.1	16	1	-2	-4	-7	0.0
CC(C)CN=Cc1c(O)c([N+](=O)[O-])cc2oc3c(c12)CCCC3	-6.9	4	-0.8	14	2	84*	-1	3	-2.1
CSc1nc(-c2ccccc2F)c(C#N)c(=O)n1C	-2.5	4	-1.1	15	-3	-19	2	-12	-0.6
CCC(=O)c1ccc(OCC(O)Cn2nc(C)c(C(C)=O)c2C)cc1 (stereo not given)	0.0	11	1.7	10	0	0	4	5	2.5
CCCCn1c(SCC(=O)Nc2cc(C)on2)nc2ccccc2c1=O	0.6	3	1.0	-5	0	-21	-2	-7	0.5
O=C(COC(=O)C1CCCCC1)Nc1ccc(S(=O)(=O)N2CCOCC2)cc1	1.9	-3	0.9	-6	-2	-8	0	-7	-1.5
ON(Cc1c(F)cccc1Cl)Cc1c(F)cccc1Cl	1.0	3	-0.7	17	-2	26	-2	9	1.0
COc1cc(OC)c(C2SCCCS2)cc1OC	-2.4	3	-0.6	-3	-1	3	-1	-7	-0.5
CCOC(=O)c1ccc(N2C(=O)CC(N(C)CCc3ccc(OC)c(OC)c3)C2=O)cc1 (stereo not given)	-1.8	0	0.4	19	-1	10	1	-4	0.0
Nc1nc(SCc2ccc(Br)cc2)[nH]c(=O)c1-c1ccccc1	-0.4	1	-1.4	3	0	38	-5	-3	-0.8
Cc1ccc(-n2nc3c(c2NC(=O)c2ccc(S(=O)(=O)N4CCOCC4)cc2)CSC3)c(C)c1	1.0	9	-0.2	28	-1	-8	1	-11	0.4
O=C(c1sc2cc([N+](=O)[O-])ccc2c1Cl)N1CCCCC1	-0.7	5	0.2	-8	4	2	-2	1	-1.2
Cn1c(-c2ccc(Cl)cc2)cnc1NCc1cc2c(cc1[N+](=O)[O-])OCO2	1.6	6	0.4	5	2	52	-2	1	-0.7
Cc1sc2ncnc(SC(C)C(=O)N3c4ccccc4Sc4ccccc43)c2c1C (stereo not given)	-0.5	4	0.6	17	-1	18	-2	-2	0.5
O=C(NCCC(c1ccccc1)c1ccccc1)c1cnc2sccn2c1=O	-0.5	6	-0.2	13	11*	18	1	0	-1.6
CC(C)(C)c1cc(C(=O)NNC(=O)Nc2ccccc2)n(Cc2ccccc2)n1	0.0	2	-2.1	22	-2	20	2	-6	-1.8
O=C(NCc1ccccc1)C1=C[C@H](c2coc3ccccc3c2=O)C[C@H](OCCCCO)O1	-3.4	2	-0.3	-1	0	6	7	-4	1.7
COc1ccc(NS(=O)(=O)c2ccc(NS(C)(=O)=O)cc2)cc1	0.0	0	0.5	-1	-4	-3	2	-7	1.4
CCOc1ccc(/C(O)=C2/C(=O)C(=O)N(CC3CCCO3)C2c2ccc(C)o2)cc1 (stereo not given)	-2.9	2	0.0	6	-2	4	2	-7	-0.1
O=C(Nc1ccccc1Cl)c1cc(S(=O)(=O)N2CCOCC2)cs1	0.9	7	0.7	-32	0	23	1	7	0.3
Cc1cccc(NC(=S)NC(C)CCc2ccccc2)c1 (stereo not given)	-7.3	7	0.1	9	2	36	4	-3	-0.8
CCOc1cc(N2CCOCC2)c(OCC)cc1NC(C)C(=O)N1CCC(C)CC1 (stereo not given)	-1.4	4	0.4	-6	-1	8	2	-8	-0.2
CCCCOC(=O)Nc1nc(CC(=O)OCC)cs1	0.9	-2	-0.5	-10	-3	32	-2	-4	-1.0
CC1CCCCC1NC(=O)Cn1cnc2ccccc2c1=O (stereo not given)	-1.0	6	0.0	7	-1	0	-1	2	-0.3
O=C(O)CCN1Cc2ccccc2C1=O	0.5	1	0.6	-4	2	22	-4	-1	1.2
COc1ccc(OCc2nnc(SC3CCOC3=O)n2-c2ccccc2)cc1 (stereo not given)	-1.7	3	0.2	1	1	14	3	-8	0.8
CC1Oc2ccccc2N(CC(=O)NCC2CCCO2)C1=O (stereo not given)	-1.4	-2	1.1	17	-2	-2	-3	8	0.1
O=C(O)/C=C/C(=O)Nc1cccc2cccnc12	0.7	-2	0.7	16	-1	1	0	-7	3.7
COc1ccc(OCCN2C(=O)c3ccccc3C2=O)cc1	1.0	7	-0.4	2	2	-16	-1	1	0.8
CSc1nc(-c2ccccc2)nc(N2CCCC2)c1C(C)=O	-0.6	-2	0.5	-20	0	51	-3	1	0.5
O=C(CN(CCc1ccccc1)C(=O)CN1C(=O)COc2ccccc21)NCc1ccco1	-0.9	7	-0.2	23	-2	19	-3	-8	-0.6
CN(C)S(=O)(=O)c1cc(C(=O)NCc2ccccc2)c(Cl)cc1Cl	-0.5	6	0.6	38	-1	1	-1	-5	0.6
[O-]/C(=C(\C(=S)NCc1ccccc1)[n+]1ccccc1)c1ccc(Cl)s1	1.3	7	0.1	4	2	-14	-3	0	-1.1
CCc1cc(C(=O)OC)c(NC(=O)CC2SC(=NC)N(C)C2=O)s1 (stereo not given)	-2.1	10	0.2	10	2	11	2	-1	1.0
Cc1ccc2c(COC(=O)C3=COCCO3)cc(=O)oc2c1	0.2	3	0.5	33	4	26	-5	2	0.3
COC(=O)C1CCN(Cc2ccc(C)cc2)CC1	0.1	2	1.1	13	-3	4	-2	-8	-0.5
COc1ccc(-n2c(Cc3cccn3C)nnc2SCC(=O)Nc2ccccc2OC)cc1	2.8	1	0.5	8	-1	8	-4	-8	-0.8
Oc1ccc(NC(=S)N=Nc2c(O)[nH]c3ccc(Br)cc23)cc1	-7.9	3	-0.9	3	2	6	-4	53*	-2.4
CCOC(=O)CSc1nc2ccccc2c(=O)n1CC1CCC(C(=O)NCc2ccco2)CC1 (stereo not given)	-2.0	4	0.3	26	-2	17	-2	4	1.3
COCc1c(C#N)c(NCCc2ccccc2)nc(C)c1[N+](=O)[O-]	2.0	9	1.9	13	2	53	5	-1	-1.2
Cn1cc[nH]c1=S	-0.8	8	0.6	17	6	14	3	-4	-1.3
CCCCNC(=O)CCNC(=O)c1ccc(C(C)(C)C)cc1	2.9	4	0.3	-6	-1	31	0	-4	-0.6
CCO/C=C1/C(=O)N(C(C)=O)c2ccccc21	-5.2	2	-1.1	6	-1	12	-1	0	0.5
COCC(=O)Nc1cc(OC)ccc1OC	-1.5	8	0.3	15	-1	-16	6	-2	0.1

Gathered by group: the entries above containing a cyano group (2)
SMILES	TNF death inh	BaF3 tox	TRPML3 agonist	PPC-1+TRAIL kill	Wee1 degr inh	CHOP inhibitor	Ba/F3 V617F tox	RBBP9 inhibitor	TRPN1 ag
CSc1nc(-c2ccccc2F)c(C#N)c(=O)n1C	-2.5	4	-1.1	15	-3	-19	2	-12	-0.6
COCc1c(C#N)c(NCCc2ccccc2)nc(C)c1[N+](=O)[O-]	2.0	9	1.9	13	2	53	5	-1	-1.2

Later entries:
SMILES	TNF death inh	BaF3 tox	TRPML3 agonist	PPC-1+TRAIL kill	Wee1 degr inh	CHOP inhibitor	Ba/F3 V617F tox	RBBP9 inhibitor	TRPN1 ag
CC(C)N1C(=O)c2ccc(C(=O)O)cc2C1=O	-1.1	2	0.4	7	-4	-121	-7	-1	0.3
O=C(NCCN1CCOCC1)c1ccc2ccccc2n1	1.8	5	1.2	-2	2	-18	0	2	-0.1
O=C(O)Cn1nnnc1-c1ccc(F)cc1	-0.3	2	0.9	16	-2	13	-2	-1	1.0
COc1ccc(NS(=O)(=O)c2ccc(N)cc2)nn1	1.3	6	1.2	21	7	2&16	2	-9	0.7
Clc1cccc(OCCN2CCNCC2)c1	3.3	1	0.1	15	0	10	0	-7	0.9
COc1ccc(CC(=O)OCN2C(=O)c3ccccc3C2=O)cc1	-1.1	3	0.8	-11	0	27	-6	2	0.8
COc1ccc(NC(=O)Nc2sc(NS(=O)(=O)c3ccccc3)nc2C)cc1	0.3	7	1.0	12	0	0	-1	-6	-0.2
CCOc1ccc(OCc2ccc(C(=O)NCc3ccncc3)o2)cc1	-0.4	5	0.1	3	-3	24	6	-1	2.0
CCN(CC)CCN(C(=O)CCOc1ccccc1)c1nc2c(F)cc(F)cc2s1	1.1	5	0.7	8	3	9	4	-10	-0.3
Cc1nn(-c2ccccc2)c(C)c1/C=N/N1CCN(c2ccccn2)CC1	1.4	5	0.8	-10	-1	17	-1	-7	0.6
Cn1c(SCC(=O)Nc2ccc3nc(SCC(=O)N4CCCC4)sc3c2)nnc1-c1ccc(N)cc1	1.4	4	-0.1	8	1	-16	-2	-9	-0.9
O=C(NNc1ncnc2ccccc12)c1cccc(Cl)c1	1.1	-3	0.5	21	5	-11	0	-6	2.0
COc1ccc(C(=O)NCCN2CCCC2)cc1OC	-0.1	6	0.2	14	-1	33	1	-6	-0.7
COc1cc(OC)c(NS(=O)(=O)c2cccc(C(=O)OCC(=O)NCC3CCCO3)c2)cc1Cl (stereo not given)	1.6	6	0.5	18	1	13	-1	-1	1.5
Cc1ccc(C2=NN(C(=O)CCC(=O)O)C(c3cn(-c4ccccc4)nc3-c3ccc(C)cc3)C2)cc1 (stereo not given)	-1.1	0	0.2	17	0	95*	-1	6	-0.4
CC1(C)C(=O)Nc2ccccc2N1C(=O)COC(=O)Cn1cnc2ccccc2c1=O	-1.5	-3	0.6	-18	0	-8	-2	-7	1.3
CCOC(=O)Cc1csc(NC(=S)NC(=O)c2ccc(C)cc2)n1	2.1	9	1.2	27	-2	26	0	0	1.9
Cc1cc(C=O)c(C)n1-c1ccc(N2CCCC2)c([N+](=O)[O-])c1	-1.6	0	0.7	9	-1	46	-6	-5	0.7
CNc1ncc(Cc2ccccc2)s1	1.4	4	-0.2	4	2	-59	-5	0	0.1
CC1CCN(C(=O)CN(C2CCCCC2)S(C)(=O)=O)CC1	-0.5	4	1.5	9	-2	17	-1	-4	0.1
